Screening data (PubChem)
Pin1 inhibitor – qHTS Assay to Find Inhibitors of Pin1; Peptidyl-prolyl cis-trans isomerase NIMA-interacting 1 (Homo sapiens), Q13526; Pin1 FP peptide displacement, HiFluor488, 10 min; Potency, µM (series often up to 115 µM), for the others: at the highest dose activity, negative = inhibition, actives largely listed as inhibitors; 390,000 compounds, 0.009% hits; AID 504891, 2011; active = well fitted inhibition curve with a large enough effect in the polarisation, with a control signal flat, not every such curve was filed as active; inconclusive = small, poorly fitted or top-dose-only effect, or effect the other way, or a change in a side signal; inactive = no such curve, though single readings can be large or run the other way; the % refers to the polarisation; also: potency is read from the fitted curve at half-maximal effect; % is scaled to controls: 0 for no effect and ±100 for the full control effect
PI4K2A inh – qHTS for small molecular inhibitors of PI4K2A; Phosphatidylinositol 4-kinase type 2-alpha (Homo sapiens), Q9BTU6; purified PI4K2A, ADP-Glo luminescence, 1 h; stronger effect = lower value; activity change, negative = inhibition, % at 76.9 µM; 420,000 compounds, 0.13% hits; AID 1346378, 2018; in the data active = activity change below about -50%; inconclusive = mostly about -30% to -49%;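 also: -100% = wells without enzyme as full effect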
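In this quantitative HTS, ADP production by PI4K2A was quantified luminescently after 1 h at ambient temperature; 100 microM adenosine served as plate-quality control.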
BAZ2B inh – qHTS Assay for Inhibitors of BAZ2B; Bromodomain adjacent to zinc finger domain protein 2B (Homo sapiens), Q9UIF8; Potency, µM (top dose mostly 114 µM), for the others: at the highest dose activity change, negative = inhibition, hits mostly inhibitors; AlphaScreen BAZ2B-H3K14Ac peptide displacement; 360,000 compounds, 4.4% hits; also: potency is read from the fitted curve at half-maximal effect; % is scaled to controls: 0 for no effect and ±100 for the full control effect; nearly all actives have a fitted effect of over 60% in size
Target sequence (Q9UIF8 whole entry, looked up, the tested form may be a part): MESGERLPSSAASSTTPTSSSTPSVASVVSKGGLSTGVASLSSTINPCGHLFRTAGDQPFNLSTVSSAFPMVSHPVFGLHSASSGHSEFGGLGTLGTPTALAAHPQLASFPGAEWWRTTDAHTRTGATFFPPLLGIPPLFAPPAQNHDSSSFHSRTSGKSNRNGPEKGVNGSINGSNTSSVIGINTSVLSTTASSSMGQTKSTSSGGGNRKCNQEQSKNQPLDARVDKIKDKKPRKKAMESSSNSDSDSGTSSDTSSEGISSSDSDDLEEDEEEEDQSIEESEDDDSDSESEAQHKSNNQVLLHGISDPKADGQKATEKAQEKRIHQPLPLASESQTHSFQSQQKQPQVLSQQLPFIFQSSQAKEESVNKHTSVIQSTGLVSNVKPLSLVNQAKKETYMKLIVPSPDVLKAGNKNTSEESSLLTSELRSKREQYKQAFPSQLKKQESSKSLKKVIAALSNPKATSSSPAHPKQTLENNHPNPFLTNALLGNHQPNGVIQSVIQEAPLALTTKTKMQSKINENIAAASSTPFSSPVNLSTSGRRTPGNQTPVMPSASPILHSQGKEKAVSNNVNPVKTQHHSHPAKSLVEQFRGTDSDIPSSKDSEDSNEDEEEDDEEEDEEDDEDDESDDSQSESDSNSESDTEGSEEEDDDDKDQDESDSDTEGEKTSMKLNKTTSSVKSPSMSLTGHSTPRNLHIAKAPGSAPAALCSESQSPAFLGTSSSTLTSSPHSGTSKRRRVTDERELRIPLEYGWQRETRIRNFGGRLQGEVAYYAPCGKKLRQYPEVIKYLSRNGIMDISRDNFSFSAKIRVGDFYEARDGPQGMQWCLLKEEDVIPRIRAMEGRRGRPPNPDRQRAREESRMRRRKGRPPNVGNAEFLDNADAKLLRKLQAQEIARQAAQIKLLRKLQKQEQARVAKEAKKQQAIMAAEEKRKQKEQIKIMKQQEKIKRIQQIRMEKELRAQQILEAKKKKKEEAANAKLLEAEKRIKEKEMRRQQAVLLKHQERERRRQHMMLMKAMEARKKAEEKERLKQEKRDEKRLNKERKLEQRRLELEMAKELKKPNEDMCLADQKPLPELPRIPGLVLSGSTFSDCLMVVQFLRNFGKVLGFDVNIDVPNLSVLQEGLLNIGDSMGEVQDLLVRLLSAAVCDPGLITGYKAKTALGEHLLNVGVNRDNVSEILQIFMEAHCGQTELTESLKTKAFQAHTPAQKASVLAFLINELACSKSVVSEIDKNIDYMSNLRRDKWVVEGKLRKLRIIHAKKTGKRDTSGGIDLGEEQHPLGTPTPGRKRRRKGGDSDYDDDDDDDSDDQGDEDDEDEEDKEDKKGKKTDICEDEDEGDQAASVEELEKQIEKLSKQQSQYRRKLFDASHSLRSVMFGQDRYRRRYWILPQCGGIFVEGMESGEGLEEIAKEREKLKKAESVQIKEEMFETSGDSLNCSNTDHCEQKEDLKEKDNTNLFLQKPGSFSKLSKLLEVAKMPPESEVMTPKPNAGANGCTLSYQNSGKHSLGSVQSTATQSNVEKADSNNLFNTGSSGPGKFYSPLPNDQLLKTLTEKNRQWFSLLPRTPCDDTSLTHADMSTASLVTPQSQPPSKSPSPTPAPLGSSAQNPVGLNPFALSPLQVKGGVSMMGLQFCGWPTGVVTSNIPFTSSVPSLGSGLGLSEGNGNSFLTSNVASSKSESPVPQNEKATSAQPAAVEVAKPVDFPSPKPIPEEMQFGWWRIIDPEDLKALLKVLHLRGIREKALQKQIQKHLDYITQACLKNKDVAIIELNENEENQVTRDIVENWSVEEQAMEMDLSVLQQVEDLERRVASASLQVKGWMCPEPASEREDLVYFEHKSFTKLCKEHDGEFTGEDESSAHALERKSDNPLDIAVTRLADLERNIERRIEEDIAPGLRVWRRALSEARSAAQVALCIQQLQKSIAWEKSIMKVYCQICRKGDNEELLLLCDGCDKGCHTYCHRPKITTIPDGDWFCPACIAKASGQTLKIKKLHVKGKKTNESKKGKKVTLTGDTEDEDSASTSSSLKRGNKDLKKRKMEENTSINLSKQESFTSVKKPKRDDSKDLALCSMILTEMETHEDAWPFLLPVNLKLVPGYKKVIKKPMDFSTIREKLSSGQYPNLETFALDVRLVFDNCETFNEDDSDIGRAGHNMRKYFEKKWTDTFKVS
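Protein-peptide AlphaScreen: BAZ2B 50 nM, b-H3K14Ac 50 nM, 1x PBS pH 7.4 + 0.01% Tween-20. Preincubation 30 min RT; cpd 30 min RT (top 110 uM); beads 20 min RT, light-protected.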
HP1b chromo inh – HTS for Inhibitors of HP1-beta Chromodomain Interactions with Methylated Histone Tails | AlphaScreen HP1-beta / biotin-H3K9me3 peptide binding | Chromobox protein homolog 1 (Homo sapiens), P83916 | 390,000 compounds, 0.56% hits | AID 540317, 2011 | Potency, µM (top dose mostly 114 µM), without a hit: top-dose activity change, negative = inhibition, usual class: inhibitors; also: potency is read from the fitted curve at half-maximal effect; nearly all actives have a fitted effect of over 70% in size; inactives centre near 23
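HP1-beta protein (50 nM final) preincubated 30 min at room temperature with biotinylated H3(1-18)K9me3 peptide (50 nM) in PBS pH 7.4, 0.01% Tween-20, then compound added for 30 min. AlphaScreen streptavidin donor/nickel chelate acceptor beads (10 ug/mL final), 30 min dark, luminescence read.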
Tb PGK inh – qHTS Assay to Find Inhibitors of Phosphoglycerate Kinase | 380,000 compounds, 0.043% hits | PGK/GAPDH coupled, Kinase-Glo luminescence, 60 min | Potency, µM (doses to about 57.5 µM), for the others: top-dose activity change, negative = inhibition, actives largely listed as inhibitors | AID 602233, 2012 | Phosphoglycerate kinase, glycosomal (Trypanosoma brucei brucei), P07378; also: potency is read from the fitted curve at half-maximal effect; % is scaled to controls: 0 for no effect and ±100 for the full control effect; nearly all actives have a fitted effect of over 60% in size
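Recombinant glycosomal PGK reaction used 1,3-bisphosphoglycerate generated in-well by GAPDH (100nM final) in 100mM TEA pH 7.6, 5mM MgCl2, 0.01% Tween-20. After 60 minutes at room temperature, ATP was read by Kinase-Glo Plus luminescence end-point.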
POLH inh – qHTS for Inhibitors of Polymerase Eta. DNA polymerase eta (Homo sapiens), Q9Y253. recombinant Pol eta, fluorescent DNA replication assay. Potency, µM (highest dose often 114 µM), inactives show at the top dose activity change, negative = inhibition, most hits filed as inhibitors. 390,000 compounds, 1.2% hits. AID 588591, 2011; also: potency is read from the fitted curve at half-maximal effect; % is scaled to controls: 0 for no effect and ±100 for the full control effect
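Pol eta (10 nM) was preincubated with compounds for 15 min at room temperature, after which fluorescent replication substrate (50 nM final) was added to start the reaction. Fluorescence was read kinetically at 0 and 10 min.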
GLS inhibitor – qHTS for Inhibitors of Glutaminase (GLS); Potency, µM (highest dose often 45.5 µM), for inactives: top-dose activity change, negative = inhibition, most hits filed as inhibitors; GLS enzymatic activity, qHTS titration; 410,000 compounds, 0.21% hits; also: potency is read from the fitted curve at half-maximal effect; % is scaled to controls: 0 for no effect and ±100 for the full control effect
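Glutamate formation by hKGA was monitored fluorometrically using coupled glutamate oxidase, HRP and Amplex Red. Substrate was added as 1 mM L-glutamine solution; incubation was 30 min at RT after an initial read.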
JMJD2A Tudor – qHTS Assay for Inhibitors of JMJD2A-Tudor Domain; Lysine-specific demethylase 4A (Homo sapiens), O75164; 390,000 compounds, 4.4% hits; AlphaScreen JMJD2A-Tudor / H3K4me3 peptide binding; Potency, µM (highest dose often 114 µM), for inactives: at the highest dose activity change, negative = inhibition, usual class: inhibitors; also: potency is read from the fitted curve at half-maximal effect; % is scaled to controls: 0 for no effect and ±100 for the full control effect; nearly all actives have a fitted effect of over 50% in size
G9a inh – qHTS Assay for Inhibitors of Histone Lysine Methyltransferase G9a. 350,000 compounds, 8.8% hits. AID 504332, 2011. Potency, µM (top dose mostly 102 µM), for the others: top-dose activity, negative = inhibition, most hits filed as inhibitors. G9a H3K9 monomethylation, AlphaScreen, 2 h; also: potency is read from the fitted curve at half-maximal effect; % is scaled to controls: 0 for no effect and ±100 for the full control effect; nearly all actives have a fitted effect of over 75% in size
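Readings reflect AlphaScreen signal from monomethyl-H3K9 antibody detection. HMT at 20 nM; substrate b-H3K9 500 nM; cofactor SAM 20 uM; 2 h RT reaction; compounds tested as titrations in qHTS with 15 min preincubation.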
The depositor's hits bear a star; i = inactive; ? = inconclusive; / = not tested or not shown; [ ] = dose if it differs, or a comment. Unless noted, calls follow the shape of the dose curve; as a rule, active = well fitted curve in the direction sought with a large enough effect; inconclusive = small, poorly fitted or top-dose-only effect, or another doubt; inactive = no such curve, though single readings can be large; an effect the other way counts as inactive or inconclusive. This is a subset; count on the stated rates, not on these rows.

entry	SMILES	Pin1 inhibitor	PI4K2A inh	BAZ2B inh	HP1b chromo inh	Tb PGK inh	POLH inh	GLS inhibitor	JMJD2A Tudor	G9a inh
1	C=CCOC1COC2C(OCC=C)COC12 (centres undefined)	-8%	-5	/	17%	-1%	11%	1%	-10%	/
2	Cc1c(Cl)cccc1NC(=O)NCc1cccnc1	-6%	7	-1%	32%	-1%	-7%	-6%	0%	/
3	O=S(=O)(Nc1ncccn1)c1ccc(NC(=S)N2CCN(Cc3ccc(F)cc3Cl)CC2)cc1	-2%	-3	-18%	28%	5%	-8%	13%	-19%	-2%
4	Cc1ccc(C(=O)N2CCC(C(=O)c3c(C)cc(C)cc3C)CC2)cc1	2%	0	-10%	41%[activator]	7%	-4%	-4%	-3%	12%[0.501 µM]
5	C(=N\N1CCN(C2c3ccccc3-c3ccccc32)CC1)/c1ccccn1	-1%	1	20µM*	?	-7%	-8%	6%	18µM*	48%[0.501 µM]
6	COc1ccc2nc(N(CCN(C)C)C(=O)c3ccc4ncsc4c3)sc2c1	/	9	/	/	i	-7%	-6%	/	/
7	COc1ccc(NC(=O)CN(c2ccccc2F)S(=O)(=O)c2ccc(C)cc2)c(OC)c1	8%	-5	-21%	50%[activator]	i	-15%	-6%	-5%	5%
8	CCC(O)(CC)C(=O)N=Nc1c(O)[nH]c2ccccc12	-6%	31	-18%	22%	-7%	-11%	-13%	-8%	-6%
9	O=C(c1ccc(-n2cncn2)c([N+](=O)[O-])c1)N1CCN(S(=O)(=O)c2cccc(F)c2)CC1	-5%	-4	5%	18%	-3%	-23%	-2%	-17%	-29%
10	CN(C)/C=N/c1sc2c(c1C#N)CCC2	-4%	0	-30%	14%	6%	-7%	19%	-18%	-1%
11	c1ccc2c(NCC3CCCO3)nc(N3CCOCC3)nc2c1 (centres undefined)	3%	4	-27%	25%	-8%	-6%	-1%	-13%	0%
12	O=C(Nc1ccnc(-c2ccncc2)n1)c1ccc(Cl)cc1	-1%	-4	-3%	44%[activator]	/	-1%	-6%	0%	-5%[59 µM]
13	CCOc1ccccc1NC(=O)c1cc(-c2cc(OC)c(OC)c(OC)c2)nc2ccccc12	-2%	-23	0%	50%[activator]	-9%	-13%	-2%	2%	17%
14	CCOC(=O)Cc1csc(NC(=O)CSc2nnnn2-c2ccc(F)cc2)n1	-11%	-3	1%	22%	-2%	-9%	0%	-11%	0%
15	O=S(=O)(c1ccc2ccccc2c1)N1CCN(S(=O)(=O)N2CCCCC2)CC1	0%	3	6%	31%	-9%	-8%	-8%	-8%	-37%[59 µM]
16	O=C(N/N=C/C=C/c1ccccc1[N+](=O)[O-])c1cccnc1	3%	-4	-2%	42%[activator]	i	-16%	0%	9%	/
17	COC(=O)C(NC(=O)CCC(=O)N[C@@H](C(=O)OC)c1ccccc1)c1ccccc1 (some centres undefined)	2%	-1	?	17%	-10%	-9%	2%	-14%	-42%
18	COC(C#CCCN(C)C)(c1ccccc1)c1ccccc1	1%	-3	2%	6%	i	-5%	6%	-25%	?
19	O=C(Nc1cccc(-c2cn3ccccc3n2)c1)c1cnccn1	?	1	1%	-16%	-2%	14%	14%	?	0%[59 µM]
20	O=S(=O)(Nc1ccc(OC(F)F)cc1)c1ccc(-c2ccon2)s1	0%	-6	0%	1%	-12%	-5%	6%	-10%	-3%
21	C[C@@H]1CN([C@@H](C)CO)C(=O)CCCn2cc(nn2)CO[C@H]1CN(C)S(=O)(=O)c1cn(C)cn1	/	8	/	/	-12%	0%	-2%	/	/
22	CSCC[C@H](NC(=O)c1nn(C)c(=O)c2ccccc12)c1nc2ccccc2[nH]1	-10%	0	?	18%	-6%	-2%	-12%	-20%	-4%
23	COc1ccc2c(c1)[nH]c(=O)c1sc3ccccc3c12	4%	2	4%[57.1 µM]	27%	i	-8%	-3%	11%	13%[12.7 µM]
24	O=C(OCCCOC(=O)c1ccc(Br)o1)c1ccc(Br)o1	-4%	0	28%	79%[activator]	-6%	-4%	-5%	99%[activator]	-29%
25	C[C@@H]1CCCCO[C@H](CN(C)Cc2ccc(C(F)(F)F)cc2)[C@H](C)CN([C@@H](C)CO)C(=O)c2cc(NC(=O)Cc3ccccc3)ccc2O1	/	-6	/	/	i	-9%	-6%	/	/
26	Cc1cc(C(C)(C)C)ccc1OCCN1CCCC1	-13%	2	?	-56%	-6%	-5%	1%	8.9µM*	32µM*
27	Cc1ccc(/C=C/S(=O)(=O)NCC(=O)O)cc1	7%	-2	-27%	24%	6%	-15%	5%	2%	?
28	O=C(C(=O)N1CCc2ccccc2C1)c1c[nH]c2ccccc12	0%	2	-19%	38%[activator]	/	-11%	8%	-18%	8%
29	C=CCn1c(C)cc(C(=O)CN2NS(=O)(=O)c3ccccc3C2=O)c1C	-1%	1	-34%	-2%	-9%	-21%	7%	?	?
30	O=C(Nc1cccnc1)OC1CCCCC1	-3%	3	-7%	14%	-15%	-16%	0%	-10%	-2%

A draw from above in order of SMILES length, low to high.
entry	SMILES	Pin1 inhibitor	PI4K2A inh	BAZ2B inh	HP1b chromo inh	Tb PGK inh	POLH inh	GLS inhibitor	JMJD2A Tudor	G9a inh
30	O=C(Nc1cccnc1)OC1CCCCC1	-3%	3	-7%	14%	-15%	-16%	0%	-10%	-2%
26	Cc1cc(C(C)(C)C)ccc1OCCN1CCCC1	-13%	2	?	-56%	-6%	-5%	1%	8.9µM*	32µM*
18	COC(C#CCCN(C)C)(c1ccccc1)c1ccccc1	1%	-3	2%	6%	i	-5%	6%	-25%	?
11	c1ccc2c(NCC3CCCO3)nc(N3CCOCC3)nc2c1 (centres undefined)	3%	4	-27%	25%	-8%	-6%	-1%	-13%	0%

Going on with the list:
entry	SMILES	Pin1 inhibitor	PI4K2A inh	BAZ2B inh	HP1b chromo inh	Tb PGK inh	POLH inh	GLS inhibitor	JMJD2A Tudor	G9a inh
31	Clc1nnc2c3ccccc3ccn12	3%	-3	/	16%	-3%	-16%	-2%	?	/
32	COc1cccc(NC(=S)N(CCN(C)C)Cc2cccs2)c1	-2%	4	-4%	5%	6%	-10%	-21%	-13%	-33%
33	COc1ccccc1NC(=O)C1=C(C)Nc2nc3ccccc3n2C1c1cccc(OC)c1OC (centres undefined)	-1%	3	-8%	-1%	i	-5%	0%	?	-31%[59 µM]
34	O=C(c1cc2sccc2n1Cc1ccccc1)N1CCCc2ccccc21	16%	5	-3%	52%	1%	-15%	-3%	-9%	-25%[12.7 µM]
35	CCN1CCCC1CN(Cc1cc2ccc(C)cc2[nH]c1=O)C(=S)Nc1ccc(OC)cc1OC (centres undefined)	0%	-1	-29%	10%	2%	-4%	-22%	-26%	-14%
36	C[C@@H](C(=O)Nc1ccc2ccccc2c1)[C@H]1C[C@]1(C)[C@H](NS(=O)(=O)c1ccccc1)c1ccccc1	-5%	6	-1%	34%	-4%	-20%	-6%	-13%	?
37	CCOC(=O)C1=C(CSc2nc3c(cc2C#N)CN(C)CC3)OC(N)=C(C#N)C1c1ccc(Cl)cc1 (centres undefined)	?	-22	-37%	-4%	-2%	?	-15%	?	/
38	Cc1ccc(NC(=O)c2ccc3c(O)c(S(=O)(=O)c4ccc(Cl)cc4)c(=O)[nH]c3c2)cc1	-7%	-2	-31%	38%	-7%	-14%	-1%	-21%	-3%[59 µM]
39	CC1(c2ccccc2)NC(=O)N(CC(=O)N2CCN(S(=O)(=O)c3cccc([N+](=O)[O-])c3)CC2)C1=O (centres undefined)	-3%	-3	3%	34%	5%	-9%	-3%	-10%	4%[2.33 µM]
40	O=C(NCCc1ccc(Cl)cc1)c1cc(-c2ccccn2)nc2ccccc12	3%	0	-21%	-1%	-3%	4%	4%	22µM*	18%[59 µM]
41	COc1cccc(NC(=O)c2ncc(Cl)c(Cl)c2Cl)c1	1%	-8	-11%	56%[activator]	-2%	-20%	-11%	-3%	-2%
42	COC(=O)Nc1ncc(CN2CCCCC2)s1	-1%	4	-5%	8%	3%	-11%	6%	0%	-8%
43	O=C(COC(=O)C1CCCCC1)Nc1ccc(N2CCCCC2)cc1	1%	-9	?	?	-14%	?	28%	?	11µM*
44	CCN(CC)S(=O)(=O)c1ccc(/C=C/C(=O)OCC(=O)N(C)C)cc1	-8%	1	/	10%	1%	4%	-4%	-12%	0%
45	Cc1ccc(C(=O)NCCn2c(N)c(C#N)c3nc4ccccc4nc32)cc1	?	6	4%	42%	-8%	-12%	-5%	-6%	11%
46	Cc1ccc(C(=O)CC(=O)c2ccccc2C)c(O)c1	31%[activator]	-19	7%	20%	6%	-27%	?	5%	43%
47	COC(=O)c1ccc(C(=O)NN)cc1	-2%	1	-2%	21%	i	-16%	-35%	-5%	1%
48	N#Cc1ccc(CN2CCN(CC(=O)Nc3ccccc3C(=O)NC3CC3)CC2)cc1	-1%	5	-4%	21%	-3%	-18%	0%	-15%	?
